NCI-60 one-dose screen, 48 h, at 10 µM unless noted. Numbers give growth in % (100 = growth as untreated, 0 = no growth, -100 = all killed).
K-562 – K-562 leukemia; actives 7.4% (n = 78,000); AID 1794777
MOLT-4 – MOLT-4 leukemia cells; actives 6.9% (n = 80,000)
SR – SR leukemia cells; actives 8.7% (n = 73,000)
T-47D – T-47D breast cancer | actives 5% (n = 79,000) | AID 1794792
BT-549 – BT-549 breast cancer; actives 4.4% (n = 78,000); AID 1794793
MCF7 – MCF7 breast cancer; actives 6.3% (n = 82,000); AID 1794796
MDA-MB-231 – MDA-MB-231 breast cancer; actives 5% (n = 81,000)
MDA-MB-468 – MDA-MB-468 breast cancer; actives 8.5% (n = 78,000)
* hit, by the source's call; / = not tested or not shown; & = joins results of further samples. Rule for the calls: active = growth percent below 10; inactive = the rest.

SMILES	K-562	MOLT-4	SR	T-47D	BT-549	MCF7	MDA-MB-231	MDA-MB-468
CCCCCCC(O)(CCCCCC)CCCCCC	92	92	101	/	75	96	/	93
Cc1cc[c-]cc1.Fc1c[c-]c(-c2ccccn2)c(F)c1.[Pt+2].c1ccc(P(C[PH+](c2ccccc2)c2ccccc2)c2ccccc2)cc1	8.0*	11	17	8.9*	21	6.0*	-9.1*	-2.5*
CC(=O)c1ccc(CCCCc2ccc(C(C)=O)cc2)cc1	93	95	90	113	106	92	97	94
C[C@@H]1O[C@@H](O[C@@H]2C[C@H](c3ccc4c(c3O)C(=O)C3=C(C4=O)[C@@]4(O)C(=O)C[C@](C)(O)C[C@@]4(O)C=C3)O[C@H](C)[C@H]2O)C[C@H](O)[C@H]1O	95	97	72	90	97	82	108	103
CN1CCN(c2nc(-c3ccncc3)nc3sc4c(c23)CCCCCC4)CC1	35	51	33	91	44	61	49	63
CCOC(=O)C(=O)Nc1cccc(NC(=O)C(=O)OCC)n1	96	95	/	/	102	92	/	97
COC(=O)[C@@H](Cc1ccccc1)n1cc(COC(=O)c2cccc3c(=O)c4ccccc4n(Cc4cn([C@H](Cc5ccccc5)C(=O)OC)nn4)c23)nn1	91	93	101	101	108	100	86	96
NC(=S)N/N=C/C(F)(F)F	110	103	101	101	117	95	108	120
Cc1cc(C)c(C(=O)O)c(C)c1Br	108	118	107	101	113	102	112	97
CC(=O)Nc1nc(N)nc(NC(C)=O)c1N=O	124	113	100	110	104	108	114	118
S=c1n(Cc2ccc3ccccc3c2)ccn1Cc1ccc2ccccc2c1	89	82	93	83	110	92	109	97
COc1cc(C2CC(c3ccc(Cl)cc3)=Nc3c(N)nc(N)nc3N2)ccc1Oc1nc(Nc2ccc(F)cc2)nc(N(C)C)n1 (stereo not drawn)	8.2*	-8.2*	-47*	71	62	2.2*	24	-22*
COc1ccc(-c2cc(-c3cc(OC)c(OC)c(OC)c3)c(C#N)c(=O)[nH]2)cc1OC	123	126	102	89	110	101	85	102
O=S(=O)(Nc1cnnc(Cl)c1)c1ccc(Nc2nc(=S)[nH][nH]2)cc1	99	102	123	101	94	100	102	99
Cc1ccc(NC(=O)c2sc3nc(-c4cccs4)ccc3c2N)cc1C	90	80	82	96	134	109	116	45
CCOC(=O)N1C(=O)NC(=O)C1c1ccc(Cl)cc1 (stereo not drawn)	125	107	98	94	119	99	89	85
Cc1cc(=O)[nH]c(SCC(=O)Nc2nc(-c3ccccc3)cs2)n1	118	115	110	100	93	87	89	113
COC(=O)/C(=N\Nc1nnc(C)n1N)C(C#N)c1ccccc1 (stereo not drawn)	104	94	91	92	114	95	108	94
CC(O)CNC(=O)C(C)(C)O (stereo not drawn)	112	99	96	106	/	99	105	117
Cc1ccc(-c2cc3nc(C(Cl)Cl)nc(C(C)(C)C)n3n2)cc1	94	95	73	83	118	71	94	104
CCSc1nc2nc[nH]c3nc(=N)nc([nH]1)c23	95	94	90	109	87	93	109	79
COc1cccc(-c2c(C#N)c(N)nc3[nH]c(=S)[nH]c(=O)c23)c1	115	102	112	100	99	91	94	100
O=C1/C(=C/c2cccc(Cl)c2)CCc2ccccc21	46	83	/	101	102	51	99	93
O=C1c2c(c3c4ccc(Br)cc4oc3c3[nH]c4ccccc4c23)C(=O)N1CCN1CCCCC1	/	/	/	32	92	37	71	94
Cc1ccccc1C(=O)NNC(=O)c1ccccc1	123	117	126	101	/	105	80	94

Two entries picked at random from the list so far:
SMILES	K-562	MOLT-4	SR	T-47D	BT-549	MCF7	MDA-MB-231	MDA-MB-468
COC(=O)/C(=N\Nc1nnc(C)n1N)C(C#N)c1ccccc1 (stereo not drawn)	104	94	91	92	114	95	108	94
CC(O)CNC(=O)C(C)(C)O (stereo not drawn)	112	99	96	106	/	99	105	117

(cont.)
SMILES	K-562	MOLT-4	SR	T-47D	BT-549	MCF7	MDA-MB-231	MDA-MB-468
CCOC(=O)c1cc2c(n1Cc1ccc(OC)cc1)-c1oncc1CCC2	93	107	93	96	108	96	101	106
CCOC(=O)CN(c1sc(C)c(C)c1C(=O)OCC)S(=O)(=O)c1ccc(C)cc1	103	97	97	88	102	100	73	90
COCCCn1c(-c2cc(OC)c(OC)c(OC)c2)nn2c(=O)c3ccccc3nc2c1=O	103	105	93	100	110	96	107	100
O=C(CCCSc1nc(-c2ccccc2)cc(-c2ccc(Cl)cc2)n1)NO	8.6*	11	26	23	39	4.1*	18	-44*
CCn1c(Cc2ccccc2Nc2c(Cl)cccc2Cl)nnc1SCC(=O)Nc1ccc(Cl)cc1	57	38	56	57	76	59	61	70
O=C(N/N=C/c1ccc(Cl)cc1)c1ccc(OCc2nc3ccc(Cl)cc3[nH]2)cc1	15	15	3.6*	-20*	/	-22*	6.3*	52
O=C(Nc1ccccc1)Nc1ccccc1C(=O)O	108	111	104	108	124	97	114	106
CCOC(=O)C1=NN(c2ccc(Cl)cc2)C2C3N(c4ccc(Cl)cc4)N=C(C(=O)OCC)N3c3ccccc3N12 (stereo not drawn)	71	47	40	102	123	86	103	/
O=S(=O)(Oc1ccc(-c2nnc(Nc3ccccc3)s2)cc1)C(F)(F)C(F)(F)C(F)(F)C(F)(F)F	87	94	90	86	109	87	102	108
COc1c(C)cnc(CSc2nc(-c3ccc(C)cc3)cn2-c2ccc(Cl)cc2)c1C	/	73	75	88	102	102	89	114
COc1ccc(C(=O)N2CCC(O)CC2)cc1OC1CCCC1	102	113	104	/	98	95	110	114
Nc1nc(N)c(N=Nc2ccc(S(=O)(=O)Nc3ncccn3)cc2)c(=O)[nH]1	94	96	/	117	94	103	114	114
O=c1c2ccccc2sc2c(NCCN3CCOCC3)nc3ccccc3c12	-12*	37	3.9*	52	74	44	29	59
CCC(O)(Cc1ccccn1)Cc1ccccn1	108	105	95	99	/	95	110	118
O=C1C(Cl)=C(Nc2cccc(C(F)(F)F)c2)C(=O)N1c1ccc(F)cc1	81	69	57	71	82	84	94	83
CC(C)(C)NC(=O)C(OC(=O)C1CCc2cc(F)ccc2O1)c1ccccc1Cl (stereo not drawn)	103	95	98	87	107	98	92	105
COc1ccc(-c2nc(N/N=C/c3cccc(O)c3)nc(N3CCOCC3)c2C#N)cc1	58	40	-20*	72	85	62	75	87
Cc1ccc(-c2nc3nc4sc(C)c(C)c4c(=O)n3[nH]2)cc1	118	114	103	92	81	96	85	101
O=C(Nc1nc2cc(C(=O)N3CCN(C(c4ccccc4)c4ccccc4)CC3)ccc2o1)c1ccc(NC2CCCCC2)c([N+](=O)[O-])c1	47	48	49	44	83	50	75	75
CCN(CC)C(=O)c1c(C)[nH]c(/C=C/C(=O)c2ccc(C(F)(F)F)c(F)c2)c1C	70	80	73	72	90	87	97	84
O=C(Cn1nncc1CN1C(=O)CSC1=O)Nc1ccc([N+](=O)[O-])cc1	104	103	110	104	97	91	111	96
COc1ccc(/C=C/C(=O)/C=C2\C(=O)Nc3cc(Br)ccc32)cc1	84	98	57	86	108	85	100	115
N=c1sc(Cc2cccc(Cl)c2)cn1CC(=O)c1ccc(Br)cc1	46	88	38	77	100	79	66	62
OC1CCCC(O)C1 (stereo not drawn)	99	97	102	105	94	94	110	99
CC(=O)OC(OC(C)=O)c1ccccc1[N+](=O)[O-]	91	91	101	102	106	105	122	118

Record cards, as listed above:
Profile of Nc1nc(N)c(N=Nc2ccc(S(=O)(=O)Nc3ncccn3)cc2)c(=O)[nH]1 = K-562: 94; MOLT-4: 96; SR: /; T-47D: 117; BT-549: 94; MCF7: 103; MDA-MB-231: 114; MDA-MB-468: 114
Profile of COc1ccc(-c2nc(N/N=C/c3cccc(O)c3)nc(N3CCOCC3)c2C#N)cc1 = K-562: 58; MOLT-4: 40; SR: -20*; T-47D: 72; BT-549: 85; MCF7: 62; MDA-MB-231: 75; MDA-MB-468: 87
Profile of CCC(O)(Cc1ccccn1)Cc1ccccn1 = K-562: 108; MOLT-4: 105; SR: 95; T-47D: 99; BT-549: /; MCF7: 95; MDA-MB-231: 110; MDA-MB-468: 118

Returning to the listing; the 2 compounds before the break are reprinted first.
SMILES	K-562	MOLT-4	SR	T-47D	BT-549	MCF7	MDA-MB-231	MDA-MB-468
OC1CCCC(O)C1 (stereo not drawn)	99	97	102	105	94	94	110	99
CC(=O)OC(OC(C)=O)c1ccccc1[N+](=O)[O-]	91	91	101	102	106	105	122	118
COc1cc(/C=C/c2cc(/C=C/c3cc(OC)c(OC)c(OC)c3)n(-c3ccccc3)n2)cc(OC)c1OC	72	57	49	68	84	66	73	79
O=S(=O)(Nc1cccnc1Oc1ccccc1)c1ccc(Cl)cc1Cl	76	102	100	99	114	102	114	106
CNC(=O)C(c1ccc(Cl)cc1)c1ccc(Cl)cc1	110	111	107	81	96	101	95	95
COc1ccc(-n2cnc3c(sc4ncc(Br)cc43)c2=O)cc1	104	/	92	105	103	93	88	98
O=C(O)c1ccc(NC(=S)NC(=O)c2ccc(Cl)cc2)cc1	84	116	/	89	98	94	90	100
O=Cc1cn(S(=O)(=O)c2ccc(Cl)c(Cl)c2)c2ccccc12	80	95	72	85	86	84	92	89
Cc1c(C(=O)N2CCN(c3ccccc3)CC2)[nH]c2ccc(Cl)cc2c1=O	99	98	85	101	103	106	97	88
COc1ccc(Oc2nc(Nc3ccc(N4CCCCC4)nc3)ncc2NC(=O)Nc2cc(OC)cc(OC)c2)cc1	88	85	/	74	82	84	86	97
COc1cccc(/C(C)=N/NC(=O)CSc2nc3ccccc3c(=O)n2CCc2ccc(S(N)(=O)=O)cc2)c1	32	14	-2.0*	40	63	20	-26*	35
CCC(NC1CCN(Cc2ccccc2)CC1)C(N)=O (stereo not drawn)	95	/	/	111	101	91	106	87
O=c1cc(Cn2cc(CSc3nc4cc(Cl)ccc4o3)nn2)c2ccc3ccccc3c2o1	97	100	94	89	109	95	96	105
Cc1cc(C)n2c(=O)[nH]nc2c1	104	94	102	101	/	104	99	116
Cn1ccnc1C(=O)/C=C/c1ccc(NC(=O)Nc2ccc(Cl)cc2)cc1	48	58	33	63	64	38	73	44
O=C(Nc1ccc(-n2cc(-c3ccncc3)c(-c3ccc(O)c(Cl)c3)n2)cc1)c1cc(Cl)cc(Cl)c1	11	11	15	49	26	33	-54*	51
CCOC(=O)c1c(C)csc1NC(=O)CSCC(=O)OC	93&111	102&96	97&94	106&109	122&107	108&91	98&106	95&96
N#Cc1c(N)nc2c(c1N)C(c1ccccc1Cl)C1=C(CCCC1=O)N2c1sc2c(c1C#N)CCCC2 (stereo not drawn)	91	87	80	81	103	88	80	92
CN1CCN(c2ccc(NC3=CC(=O)c4ncncc4C3=O)cc2)CC1	-22*	-28*	-5.6*	-48*	-91*	-64*	-15*	/
NS(=O)(=O)c1ccc(NC(=O)N2CCN(c3ccccn3)CC2)cc1	/	132	110	103	106	84	119	108
NC(N)=Nc1ccc(S(=O)(=O)O)cc1	92	85	/	114	119	102	94	114
COc1ccc(CN2CCC(N3CCCC3=O)c3cc(Cl)ccc32)cc1 (stereo not drawn)	106	83	84	90	68	100	123	114
O=S(=O)(c1ncsc1-c1ccccc1)N1CCc2ccccc2C1	83	96	86	96	123	96	100	93
c1ccc(CNc2ccc3c(OCc4ccccc4)nc(N4CCOCC4)nc3c2)cc1	92	90	107	90	92	91	100	111
CN(C)c1ccc(/C=C/c2c(F)cccc2Cl)cn1	93&99	81&95	99&82	58&48	70&83	40&37	71&83	55&42
Cc1ccc(OC(=O)Cc2ccccc2)c(C(=O)c2cnc3c(c2)c(C)nn3-c2ccccc2)c1	24	/	/	62	120	83	95	/
COc1cc2c3c(c1O)-c1ccccc1[C@@H]1OC(=O)N(CC2)[C@@]31C	94	73	89	76	96	94	94	91

Sorted by formula weight (ascending): part of the list above
SMILES	K-562	MOLT-4	SR	T-47D	BT-549	MCF7	MDA-MB-231	MDA-MB-468
Cc1cc(C)n2c(=O)[nH]nc2c1	104	94	102	101	/	104	99	116
CN1CCN(c2ccc(NC3=CC(=O)c4ncncc4C3=O)cc2)CC1	-22*	-28*	-5.6*	-48*	-91*	-64*	-15*	/
Cn1ccnc1C(=O)/C=C/c1ccc(NC(=O)Nc2ccc(Cl)cc2)cc1	48	58	33	63	64	38	73	44

Other records:
SMILES	K-562	MOLT-4	SR	T-47D	BT-549	MCF7	MDA-MB-231	MDA-MB-468
CCCCCCCNc1nc(C#N)ncc1-c1ccc(C(F)(F)F)cc1	84	94	92	96	107	97	108	98
O=C1N=c2ccccc2=C/C1=C\N(O)c1ccccc1	100	100	105	82	108	74	90	88
COc1ccc(-c2csc(N/N=C/c3c(-c4ccc(S(C)(=O)=O)cc4)nc4ccccn34)n2)cc1	98	92	94	88	115	89	107	106
COc1ccc(NC(=S)N/N=C/c2cccc(F)c2)cc1	84	98	89	97	100	69	97	105
Cn1cc(-c2c(-c3c[nH]c4ccccc34)[nH][nH]c2=O)c2ccccc21	106	110	91	88	92	95	81	100
O=C(Nc1ccc2ncnc(Nc3ccc(F)c(Cl)c3)c2c1)c1cccs1	50	72	11	29	68	56	43	-24*
O=C1c2ccccc2C(=O)c2c1cc1c(c2[N+](=O)[O-])OCO1	10	29	15	4.7*	16	3.5*	11	/
CC12CCC3C4(C)COC(c5cccc(F)c5)OC4CCC3(C)C1CC(C1=CCOC1=O)O2 (stereo not drawn)	67	86	68	62	93	73	91	78
Nc1ccc(Cl)c(C(=O)O)c1	106	98	/	112	106	90	103	97
COc1cc(/C=C/c2c(-c3ccc(Cl)cc3)nc3sc(-c4ccccc4)c(-c4ccccc4)n23)cc(OC)c1OC	91	80	99	70	111	/	89	106
COc1cc(C(=O)CBr)c(OC)cc1C	104	112	97	104	109	102	115	103
Nc1c(I)cc(C(=O)O)cc1I	128	117	112	107	100	104	102	/
COc1ccc(-c2cc(/C=C3\C(=O)Nc4ccc(Cl)cc43)[nH]n2)cc1OC	100	57	55	72	100	63	80	108
